# Source: PubChem
# EP2 antag = human EP2 receptor antagonists, primary screen, TR-FRET cAMP, C6 glioma cells | C6 glioma cells expressing human EP2; cells stimulated with saturating PGE2 | AID 1422, 2008 | inhibition, % at 25 µM | 260,000 compounds, 0.52% hits | Prostaglandin E2 receptor EP2 subtype (Homo sapiens), P43116;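 active = percent inhibition above 40 after rounding to a whole number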;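 note: rat C6 glioma host cells with rolipram phosphodiesterase inhibitor present; the protocol text gives 20 µM as final concentration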
# Target sequence (P43116 whole entry, looked up): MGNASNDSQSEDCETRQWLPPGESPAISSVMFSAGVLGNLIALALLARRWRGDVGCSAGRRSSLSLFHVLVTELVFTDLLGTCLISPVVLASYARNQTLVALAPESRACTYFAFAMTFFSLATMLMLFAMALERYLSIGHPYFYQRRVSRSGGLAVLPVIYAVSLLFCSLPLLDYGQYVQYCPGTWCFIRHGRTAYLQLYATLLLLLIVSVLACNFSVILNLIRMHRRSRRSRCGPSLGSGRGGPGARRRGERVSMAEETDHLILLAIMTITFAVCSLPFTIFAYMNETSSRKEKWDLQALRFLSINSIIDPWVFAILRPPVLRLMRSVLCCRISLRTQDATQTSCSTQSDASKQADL
# EP2 mod = EP2 receptor modulators, cAMP readout, primary screen, cell-based, HTRF cAMP, PGE2 stimulation; EP2-expressing cells, cAMP HTRF FRET, PGE2 co-stimulation; induction, % at 25 µM; 260,000 compounds, 0.83% hits; AID 940, 2007;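 active = compounds whose cAMP rise, as percent of the full-agonist control response, exceeds 60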;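 note: rat C6 glioma line stably carrying human EP2 under a CMV promoter; the protocol text gives 20 µM as final concentration; 100% = response of wells given 1 µM PGE2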
# * marks the source's active call; other numbers are inactive results. Not all compounds are listed; the hit share may differ from the screen's.
[1] Cc1ccc(C)c(/C(O)=C2/C(=O)C(=O)N(Cc3cccnc3)C2c2cccnc2)c1 (configuration not stated)
[2] CC1CC(C)CN(CCC(=O)Nc2ccc(F)c(F)c2)C1 (configuration not stated)
[3] O=C(O)/C(=C\c1ccncc1)c1cccc2ccccc12
[4] CCC(=O)OC(COCc1ccccc1)C[N+]1(C)CCOCC1 (configuration not stated)
[5] COc1ccc(NC(=O)CSc2nnc(-c3ccc(OC)cc3)n2C)cc1
[6] Cc1ccc2[nH]c(=O)c(CN(Cc3cccnc3)S(=O)(=O)c3ccc(F)cc3)cc2c1

Assay by compound | 1 | 2 | 3 | 4 | 5 | 6
EP2 antag | 14 | 19 | 12 | 11 | 9 | 4
EP2 mod | -5 | -69 | 18 | -4 | -5 | -89

[7] CN(C)c1ccc2c3c(cccc13)C(=O)N(c1ccc(O)cc1)C2=O
[8] COc1ccc(S(=O)(=O)N2CCC(C(=O)Nc3ccc(C)c(C)c3)CC2)cc1OC
[9] O=C(CN1CCC(c2nc3ccccc3s2)CC1)Nc1ccccc1F
[10] COc1ccc(N2CCN(C(=O)CSc3ncnc4c3cnn4-c3ccccc3)CC2)cc1
[11] CCC(C)(C)n1nnnc1C(c1cccc(OC)c1OC)N1CCN(C2CCCC2)CC1 (configuration not stated)
[12] CCOC(=O)c1ccc(S(=O)(=O)Nc2cc3c(cc2C(C)=O)OCO3)cc1

Assay by compound | 7 | 8 | 9 | 10 | 11 | 12
EP2 antag | 13 | 2 | 12 | 8 | 16 | 5
EP2 mod | -1 | 24 | -87 | 3 | -12 | -61

[13] O=C(CSc1nc2c(c(C(F)(F)F)n1)CCc1ccccc1-2)NCCCN1CCOCC1
[14] Cc1n[nH]c(C)c1NS(=O)(=O)c1ccc2c(c1)NC(=O)C(C)O2 (configuration not stated)
[15] CCOc1cc(C2C(C#N)=C(N)Oc3n[nH]c(C)c32)ccc1OCC(=O)OC (configuration not stated)
[16] CC1CCN(C(=O)Cn2c(SCC(=O)N3CCCCC3C)nc3ccccc32)CC1 (configuration not stated)
[17] O=c1[nH]c2cc3c(cc2cc1CN(Cc1cccnc1)S(=O)(=O)c1ccc(Cl)cc1)OCCO3
[18] Cc1noc(C)c1C(=O)N1CCC[C@H](C(=O)c2ccc(F)cc2)C1

Assay by compound | 13 | 14 | 15 | 16 | 17 | 18
EP2 antag | 2 | 11 | 14 | 7 | 19 | 2
EP2 mod | -9 | -13 | -36 | -4 | -8 | -31

[19] Cc1cc(C)c(S(=O)(=O)N(Cc2cc3cc(C)cc(C)c3[nH]c2=O)CC2CCCO2)c(C)c1 (configuration not stated)
[20] CCn1c(COc2cccc(C)c2C)nnc1SCC(=O)N1CCOCC1
[21] Cc1cc(C(F)(F)F)nc(SCC(=O)Nc2ccc(C(N)=O)cc2)c1C#N
[22] CCOc1ccc2nc(NC(=O)COc3ccc(OC)cc3)sc2c1
[23] CC(=O)O[C@H]1CC[C@@]2(C)C(=CC[C@H]3[C@H]2CC[C@]2(C)[C@@H]4[C@@H](C)[C@]5(CC[C@H](C)CN5)O[C@@H]4C[C@@H]32)C1
[24] O=C(CSc1nc(C23CC4CC(CC(C4)C2)C3)nc2ccccc12)N1CCOCC1

Assay by compound | 19 | 20 | 21 | 22 | 23 | 24
EP2 antag | 8 | 7 | 8 | 19 | 45* | 10
EP2 mod | 37 | -7 | 5 | -10 | 11 | 6

# Shown as labelled records: 3 of the compounds above.
14	Cc1n[nH]c(C)c1NS(=O)(=O)c1ccc2c(c1)NC(=O)C(C)O2 (configuration not stated)
  EP2 antag = 11; EP2 mod = -13
15	CCOc1cc(C2C(C#N)=C(N)Oc3n[nH]c(C)c32)ccc1OCC(=O)OC (configuration not stated)
  EP2 antag = 14; EP2 mod = -36
16	CC1CCN(C(=O)Cn2c(SCC(=O)N3CCCCC3C)nc3ccccc32)CC1 (configuration not stated)
  EP2 antag = 7; EP2 mod = -4

# Other structures:
[25] Cc1ccc(C)c2[nH]c(=O)c(CN(Cc3ccco3)S(=O)(=O)c3cccc(C(F)(F)F)c3)cc12
[26] O=C(Nc1ccccn1)C1CC(=O)N(c2ccc(Cl)cc2)C1 (configuration not stated)
[27] O=C(NC1CCCC1)C(c1ccncc1)N(Cc1ccc2c(c1)OCO2)C(=O)Cc1cccs1 (configuration not stated)
[28] O=C(Nc1ccccc1-n1cccc1)c1cc2ccccc2oc1=O
[29] CCC(c1nnnn1C(C)(C)C)N(Cc1ccc(F)cc1)Cc1cc2c(C)ccc(C)c2[nH]c1=O (configuration not stated)
[30] c1ccc(Cn2nnc3c(N4CCCCC4)ncnc32)cc1

Assay by compound | 25 | 26 | 27 | 28 | 29 | 30
EP2 antag | 11 | 6 | 10 | 11 | 18 | 7
EP2 mod | 0 | -33 | 0 | 2 | 30 | 14

[31] COc1ccc(C(=O)NC(=S)Nc2sc3c(c2C#N)CCCC3)cc1OC
[32] Cc1nnc(NC(=O)Cn2nc(C(F)(F)F)c3c2CCCC3)s1
[33] COc1ccc(S(=O)(=O)N2C(C)CCCC2C)cc1Cl (configuration not stated)
[34] CC[C@H](Cn1nnc2ccccc2c1=O)NC(=O)c1cnccn1
[35] O=S(=O)(c1cccc(S(=O)(=O)N2CCN(c3ccccc3F)CC2)c1)N1CCCC1
[36] NCCNS(=O)(=O)c1ccc(N)cc1

Assay by compound | 31 | 32 | 33 | 34 | 35 | 36
EP2 antag | 13 | 11 | 11 | 7 | 15 | 11
EP2 mod | 22 | 11 | 35 | 9 | -1 | 21

[37] Cn1c(=O)c2c(nc(SCC(=O)N3CCCC3)n2Cc2ccccc2)n(C)c1=O
[38] CN1C(=O)c2cccc3c(S(=O)(=O)NCCc4ccccc4)ccc1c23
[39] CN(C)c1ccc(NC(=O)CN2CCCC2)cc1
[40] CCCc1sc(NC(=O)c2ccc(F)cc2)nc1-c1ccc(OC)c(OC)c1
[41] OCCOc1ccc(CNc2n[nH]c(CC3CCCCC3)n2)cc1
[42] COc1cccc(/C(O)=C2/C(=O)C(=O)N(CCCN3CCOCC3)C2c2ccc(C)o2)c1 (configuration not stated)

Assay by compound | 37 | 38 | 39 | 40 | 41 | 42
EP2 antag | 15 | 8 | 11 | 8 | 10 | 9
EP2 mod | 2 | -90 | -35 | 18 | -20 | -22

[43] CCCn1nnc(NC(=O)COc2cc(C)cc(C)c2)n1
[44] CN(C)c1nc(OCC#N)nc(N2CCOCC2)n1
[45] CCn1c(C(CC(C)C)NC(=O)C2CCC(OC)CC2)nc2cccnc21 (configuration not stated)
[46] Cc1cc2cc3c(cc2nc1SCC(=O)Nc1ccccc1F)OCO3
[47] C=C1CC[C@H](O)C/C1=C/C=C1\CCC[C@]2(C)C([C@H](C)/C=C/[C@H](C)C(C)C)CC[C@@H]12 (some centres not stated)
[48] Cc1ccc(OCC(=O)Nc2nccs2)c(C(C)(C)C)c1

Assay by compound | 43 | 44 | 45 | 46 | 47 | 48
EP2 antag | 9 | 12 | 15 | 15 | 17 | 5
EP2 mod | -51 | -27 | -18 | 11 | 21 | 15

[49] CCOC(=O)CNC(=O)CSc1nc2c(c(=O)n(C)c(=O)n2C)n1Cc1ccc(F)cc1
[50] O=C(COc1ncnc2ccccc12)NC1CCN(Cc2cccc(F)c2)CC1
[51] CC(C)(C)NC(=O)C(c1cccs1)N(C(=O)c1csnn1)c1cccc(Cl)c1 (configuration not stated)
[52] Cc1c(C(=O)NC(C(=O)OC(C)(C)C)C(C)C)sc2ncn(C)c(=O)c12 (configuration not stated)
[53] CN1c2ncccc2C(=O)NC12CCN(C(=O)c1n[nH]c(=O)c3ccccc13)CC2
[54] Cn1c(Cc2ccc3c(c2)OCO3)nnc1SCC(=O)NC1CCCCC1

Assay by compound | 49 | 50 | 51 | 52 | 53 | 54
EP2 antag | 8 | 3 | 9 | 0 | 4 | 12
EP2 mod | -25 | -16 | -6 | -9 | -34 | -6

[55] CCOc1ccc2nc(SCC(=O)Nc3cc(C)cc(C)c3)c(C#N)cc2c1
[56] COCCNC(=O)c1c(NC(=O)COc2cccc(C)c2)sc2c1CCCC2
[57] COc1ccccc1NC(=O)C1CCN(C(=O)c2ccccc2Cl)CC1
[58] CC(C)C(=O)N1C2CCC1CC(O)(c1ccccc1F)C2 (configuration not stated)
[59] O=C(Cn1nc(-c2ccoc2)oc1=O)N1CCCC1
[60] COCCNC(=S)N(CCN(C)C)Cc1cc2cc(OC)ccc2[nH]c1=O

Assay by compound | 55 | 56 | 57 | 58 | 59 | 60
EP2 antag | 19 | 13 | 7 | 10 | 2 | 11
EP2 mod | 25 | 20 | -37 | -4 | -9 | -17

[61] CC12OC(=O)CC3C(C)(C)[C@H](O)C=C[C@]3(C)C1CC[C@]1(C)C2=CC(=O)O[C@H]1c1ccoc1 (some centres not stated)
[62] COc1ccc(C(c2nnnn2CC2CCCO2)N2CCN(c3ccc(F)cc3)CC2)c(OC)c1 (configuration not stated)
[63] COC(=O)/C(=C\c1ccc(-c2cc(Cl)ccc2Cl)o1)C(C)=O
[64] CN(C)c1ccc(C(=O)N2CCCC2c2nc(-c3ccncc3)n[nH]2)cc1 (configuration not stated)
[65] CC(O)CNc1nc(-c2cccc(Cl)c2)nc2ccccc12 (configuration not stated)
[66] COc1ccccc1/C=C\C(=O)O

Assay by compound | 61 | 62 | 63 | 64 | 65 | 66
EP2 antag | 16 | 15 | 50* | 14 | 8 | 12
EP2 mod | -4 | 31 | -98 | -19 | -64 | 13

[67] COc1cc(CN2C[C@@H]3CCCN3C[C@@H]2Cc2ccccc2)cc(OC)c1OC
[68] COc1cc(C2C(C#N)=C(N)Oc3n[nH]c(C)c32)ccc1OCc1cccc(C)c1 (configuration not stated)
[69] COc1ccc(O)c(CN(Cc2ccncc2)C2CC(C)(C)NC(C)(C)C2)c1
[70] C[N+](C)(C)[C@@H](C1=CCCC1=O)c1ccccc1
[71] Cc1ccc(S(=O)(=O)N2CCCC(C(=O)NCc3cccs3)C2)cc1 (configuration not stated)
[72] COc1ccccc1OCCN(C)C(=O)c1cc(-c2ccccn2)n[nH]1

Assay by compound | 67 | 68 | 69 | 70 | 71 | 72
EP2 antag | 7 | 11 | 5 | 52* | 13 | 8
EP2 mod | -5 | -41 | -7 | 18 | -29 | -29

[73] O=C(/C=C(\O)c1ccccc1)c1ccccc1O
[74] Cn1c(=O)c(C(=O)Nc2ccccc2Br)c(O)c2ccccc21
[75] Cc1ccc(CN(CCCn2ccnc2)Cc2nccn2C)s1
[76] CC1CCCN(c2nc3c(c(=O)[nH]2)CN(Cc2ccc4ncccc4c2)CC3)C1 (configuration not stated)
[77] COc1cc(CN2CCC(C(=O)NC(C)(C)C)CC2)ccc1OCc1ccccc1
[78] CCOc1cc(C2/C(=C(/O)c3ccc(Cl)cc3)C(=O)C(=O)N2CCOC)ccc1O (configuration not stated)

Assay by compound | 73 | 74 | 75 | 76 | 77 | 78
EP2 antag | 17 | 6 | 6 | 3 | 6 | 6
EP2 mod | -47 | -19 | 12 | -43 | -35 | -8

[79] Cn1c(=O)c(C(=O)NCCCCl)c(O)c2ccccc21
[80] Cc1nc(N)sc1C(C)(C)C
[81] O=C(NCc1nc(-c2ccccc2)no1)c1cnn(-c2ccc(F)cc2)c1
[82] CCn1nnc(NC(=O)c2cccc(C)c2)n1
[83] CCCn1c(SCC(=O)Nc2cccc(O)c2)nc2c1c(=O)n(C)c(=O)n2C
[84] CCOc1nc2cccc(C(=O)OC(C)OC(=O)OC3CCCCC3)c2n1Cc1ccc(-c2ccccc2-c2nn[nH]n2)cc1 (configuration not stated)

Assay by compound | 79 | 80 | 81 | 82 | 83 | 84
EP2 antag | 6 | 6 | 5 | 12 | 9 | 10
EP2 mod | -2 | -11 | -79 | -9 | -2 | 59

[85] O=C(Cn1nc(-c2nccc3ccccc23)oc1=O)N1CCCC1
[86] Cc1nn(C)cc1S(=O)(=O)NCC(c1ccccc1Cl)N(C)C (configuration not stated)
[87] C[C@H]1[C@H](C)CC[C@@]2(C(=O)O)CC[C@@]3(C)C(=CC[C@H]4[C@]5(C)C[C@H](O)[C@@H](O)[C@@](C)(CO)[C@H]5[C@H](O)C[C@@]43C)[C@H]12
[88] CC1(C)Cc2ccccc2-c2nnc(SCc3nnc(-c4ccccc4)o3)n21
[89] CCN(C(=O)c1cccc(Cl)c1)c1nnc(-c2cccnc2)s1

Assay by compound | 85 | 86 | 87 | 88 | 89
EP2 antag | 2 | 5 | 43* | 13 | 10
EP2 mod | -15 | -41 | 31 | -68 | 1

# Molecules shown so far containing a Cl atom, in the order listed:
[17] O=c1[nH]c2cc3c(cc2cc1CN(Cc1cccnc1)S(=O)(=O)c1ccc(Cl)cc1)OCCO3
[26] O=C(Nc1ccccn1)C1CC(=O)N(c2ccc(Cl)cc2)C1 (configuration not stated)
[33] COc1ccc(S(=O)(=O)N2C(C)CCCC2C)cc1Cl (configuration not stated)
[51] CC(C)(C)NC(=O)C(c1cccs1)N(C(=O)c1csnn1)c1cccc(Cl)c1 (configuration not stated)
[57] COc1ccccc1NC(=O)C1CCN(C(=O)c2ccccc2Cl)CC1
[63] COC(=O)/C(=C\c1ccc(-c2cc(Cl)ccc2Cl)o1)C(C)=O
[65] CC(O)CNc1nc(-c2cccc(Cl)c2)nc2ccccc12 (configuration not stated)
[78] CCOc1cc(C2/C(=C(/O)c3ccc(Cl)cc3)C(=O)C(=O)N2CCOC)ccc1O (configuration not stated)

Assay by compound | 17 | 26 | 33 | 51 | 57 | 63 | 65 | 78
EP2 antag | 19 | 6 | 11 | 9 | 7 | 50* | 8 | 6
EP2 mod | -8 | -33 | 35 | -6 | -37 | -98 | -64 | -8

[79] Cn1c(=O)c(C(=O)NCCCCl)c(O)c2ccccc21
[86] Cc1nn(C)cc1S(=O)(=O)NCC(c1ccccc1Cl)N(C)C (configuration not stated)
[89] CCN(C(=O)c1cccc(Cl)c1)c1nnc(-c2cccnc2)s1

Assay by compound | 79 | 86 | 89
EP2 antag | 6 | 5 | 10
EP2 mod | -2 | -41 | 1
